Bioassay records from PubChem.
DTT redox prof = compounds producing H2O2 with reducing agent – biochemical, NIH compound library profiling, artefact control for MLSCN library redox annotation, primary screen | DTT-dependent redox cycling H2O2, phenol red/HRP absorbance; 100% = 100 µM peroxide control, 0% = buffer | activation, % at 10 µM | hit rate 0.03% among 200,000;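 active means activation of at least 50% relative to the plate's high and low controls in the primary single-dose screen; inactive means activation below 50%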;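 further: compound incubated with DTT at 0.8 mM final as the reducing agent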
RAM inhibit = blocks the yeast RAM network; S. cerevisiae dse1pr::URA3 reporter, 5-FOA growth OD615, 2 d; analog-sensitive cbk1-as2 kinase mutant strain; hit rate 1.8% among 190,000; inhibition, % at 50 µM; AID 868;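 active means inhibition above a set limit, 3 SD over mean compound inhibition, cut at about 8.4% in these data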;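 further: 0% = DMSO-only wells with no growth and 100% = 10 µM 1-NA-PP1 full growth; inhibition rescues growth on 5-FOA so higher OD means more RAM inhibition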
TNAP inh hiacc = inhibitors of human TNAP at high phosphate acceptor concentration | P05186 | AID 1135 | inhibition, % at 20 µM | hit rate 0.03% among 200,000 | purified TNAP, CDP-star luminescence, 1 M DEA;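 active means over 50% inhibition of tissue-nonspecific alkaline phosphatase at 20 µM in the single-dose screen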;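 further: plate controls were DMSO wells for no effect and EDTA-quenched wells as full inhibition for full effect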
Target sequence (P05186 whole entry, looked up): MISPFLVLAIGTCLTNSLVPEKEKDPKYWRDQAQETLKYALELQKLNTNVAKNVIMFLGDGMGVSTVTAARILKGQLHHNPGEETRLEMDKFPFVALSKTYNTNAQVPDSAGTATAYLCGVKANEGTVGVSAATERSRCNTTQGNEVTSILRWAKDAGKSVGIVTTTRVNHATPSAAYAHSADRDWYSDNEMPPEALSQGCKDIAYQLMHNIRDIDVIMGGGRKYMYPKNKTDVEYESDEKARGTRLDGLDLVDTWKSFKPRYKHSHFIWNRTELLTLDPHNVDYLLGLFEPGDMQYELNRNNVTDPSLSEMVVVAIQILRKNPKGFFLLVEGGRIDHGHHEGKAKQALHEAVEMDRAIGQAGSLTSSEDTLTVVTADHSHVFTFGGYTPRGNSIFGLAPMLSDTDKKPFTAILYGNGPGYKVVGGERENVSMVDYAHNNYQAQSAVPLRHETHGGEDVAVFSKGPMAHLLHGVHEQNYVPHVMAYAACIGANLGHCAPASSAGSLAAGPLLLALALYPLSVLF
S1P3 antag = blocks the human S1P3 receptor | hit rate 0.27% among 170,000 | inhibition, % at 4.98 µM | CHO S1P3 NFAT-BLA reporter, FRET fluorescence, antagonist mode;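 active means inhibition above the plate cutoff, the mean inhibition of test wells on that plate plus 3 SD, cut at about 28% in these data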;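 further: cells challenged with S1P at its EC80 of 0.8 µM; blue over green emission ratio from cleaved BLA substrate after 4 h stimulation; 0% = S1P-stimulated wells and 100% = unstimulated DMSO-only wells; some compounds past the cut are filed as inactive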
PMI act hi M6P = activators of human phosphomannose isomerase at near-saturating mannose 6-phosphate. P34949. coupled PMI enzyme assay, resazurin fluorescence, 20 min; stronger effect = higher value; 1 = untreated enzyme, 0 = substrate-free blank. activation factor at 20 µM. hit rate 0.34% among 190,000. AID 1216;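 active means activation factor of 2 or more at 20 µM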
Target sequence (P34949 whole entry, looked up): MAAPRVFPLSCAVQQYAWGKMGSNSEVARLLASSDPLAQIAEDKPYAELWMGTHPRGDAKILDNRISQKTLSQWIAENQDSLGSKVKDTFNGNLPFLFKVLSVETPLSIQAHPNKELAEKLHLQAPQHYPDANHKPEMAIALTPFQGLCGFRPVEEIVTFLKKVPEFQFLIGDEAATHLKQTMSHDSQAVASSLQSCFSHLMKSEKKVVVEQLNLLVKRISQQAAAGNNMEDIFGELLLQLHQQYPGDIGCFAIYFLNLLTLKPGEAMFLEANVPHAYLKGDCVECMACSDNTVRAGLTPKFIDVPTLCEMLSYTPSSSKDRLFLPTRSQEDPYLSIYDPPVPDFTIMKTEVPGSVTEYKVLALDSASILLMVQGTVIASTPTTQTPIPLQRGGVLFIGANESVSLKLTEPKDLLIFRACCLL
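test system = human PMI in coupled enzyme assay | medium = HEPES-buffered pH 7.4 with magnesium and detergent | also added = 1.0 mM mannose-6-phosphate substrate with 0.22 mM NADP+ | compound = 20 µM single dose | times = 20 min incubation at room temperature | measured by = resorufin fluorescence (Ex 544/Em 590 nm) from resazurin via diaphorase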
Efa HMGR inh = inhibitors of class II HMG-CoA reductase from Enterococcus faecalis; purified E. faecalis HMGR, NADPH absorbance 340 nm kinetic; inhibition, % at 10 µM; hit rate 0.41% among 190,000; AID 1066;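 active means inhibition above a set limit, the median over all tested compounds plus 3 SD, cut at about 9.5% in these data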;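 further: enzyme runs in reverse so mevalonate oxidation gives rising NADPH absorbance; 0% = complete reaction with DMSO and 100% = background rate lacking mevalonate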
Hsp70 activator = switches on Hsp70 transcription; hit rate 0.04% among 200,000; HeLa Hsp70 promoter luciferase reporter, luminescence; scaled: vehicle 0, proteasome-inhibitor control 100%; AID 1203; activation, % at 10 µM;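 active means activation above the mean across all tested compounds plus 3 SD, cutoff set per campaign, cut at about 5.5% in these data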;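 further: 100% = MG132 at 30 µM as the positive control and 0% = DMSO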
L major viab = reduces viability of Leishmania major promastigotes; resazurin fluorescence viability; inhibition, % at 10 µM; hit rate 9% among 200,000; AID 1063; in the data active means inhibition above about 50%;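 further: promastigotes grown with compound for 44 hours at 28 °C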
PMI activator = phosphomannose isomerase (human) activation; P34949; purified human PMI, coupled resazurin fluorescence, 20 min; stronger effect = higher value; 1 = vehicle control, 0 substrate-free wells; activation factor at 20 µM; hit rate 0.005% among 190,000; AID 1214;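 active means activation factor of 2 or more at 20 µM, relative to plate controls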
TNAP inh no acc = TNAP (human) inhibition, acceptor-free conditions. P05186. purified TNAP, CDP-star luminescence, 30 min. inhibition, % at 20 µM. hit rate 0.26% among 200,000. AID 1012;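 active means tissue-nonspecific alkaline phosphatase inhibition above about 50% at 20 µM in the single-dose screen, limit read from the data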;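 further: 0% = DMSO negative control and 100% = EDTA positive control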
Numbers without * were called inactive; . = not tested or not shown.

SMILES	DTT redox prof	RAM inhibit	TNAP inh hiacc	S1P3 antag	PMI act hi M6P	Efa HMGR inh	Hsp70 activator	L major viab	PMI activator	TNAP inh no acc
CSc1ccccc1NC(=O)c1cnccn1	2.6	-0.3	-1	3	1.2	2	-0.2	-4	1.1	-4
COCCNC(=O)[C@H]1C[C@@H]1[C@H](NP(=O)(c1ccccc1)c1ccccc1)c1ccccc1	0.4	-0.4	3	2	0.9	-9	-0.4	-6	0.9	-5
COC(=O)C1C/C(=N\NS(=O)(=O)c2ccc(C)cc2)c2sccc2C1 (centres undefined)	-0.7	1.9	-4	-11	1	0	-0.1	-5	1	-5
CC(=O)c1ccc(NC(=S)NC(=O)c2c(Cl)c(C)nn2C)cc1	0.0	2.9	-6	7	1.1	-2	-0.4	4	1.1	3
CC(C)(CCl)C(=O)Nc1ccnc(-c2ccncc2)n1	-1.9	2.8	-1	0	1	-2	-0.3	2	1.1	-2
CC(=O)NC(C)c1nc2ccccc2n1CC(=O)N1C(C)CCCC1C (centres undefined)	-1.5	0.2	-2	1	0.9	-1	0.2	-10	0.9	-6
O=C(CC1COc2ccccc2O1)NCCc1ccccc1 (centres undefined)	1.0	-0.7	-5	.	1	4	0.0	-3	1	-2
O=C(NC(=S)Nc1ccc2c(c1)C(=O)c1ccccc1C2=O)c1ccc(F)cc1	-0.3	1.1	3	-1	1.3	-2	-0.4	-4	1.3	5
O=C(O)C1CC=CCC1C(=O)NC1CCCCC1 (centres undefined)	-0.1	0.6	-4	-6	.	1	-0.3	-2	.	-8
CCOC(=O)c1nn(-c2ccc(F)cc2)c2c1CC/C2=C/c1ccccc1	1.1	5.8	0	3	1	-11	-0.2	-4	1	-7
CC1=C(C(=O)OC2CCCCCCC2)C(c2ccc(O)cc2)NC(=O)N1 (centres undefined)	-0.8	.	-4	-8	0.9	.	-0.3	4	0.9	-6
CCCOC(=O)CC1C(=O)NCCN1Cc1cc(OC)cc(OC)c1 (centres undefined)	-0.6	-0.4	-10	-3	0.8	3	0.1	-4	0.9	-4
O=C(/C=C/c1cccs1)N1CCN(c2ccccc2F)CC1	-0.1	-1.0	3	3	1	-1	-0.3	7	1	-11
COc1ccc(CNc2ccc(C)c(C)c2)c(OC)c1OC	-1.5	-0.1	-5	-4	0.9	0	-0.3	-2	1	-5
COc1ccc(C(=O)OCC(=O)NC(=O)NC2CCCC2)c(OC)c1	-1.0	0.8	-5	-4	1.1	9	-0.5	2	1	-13
COc1cccc(CNCCO)c1OCc1ccccc1Cl	0.1	0.1	2	-8	1	4	-0.5	16	0.7	-5
O=C(CNS(=O)(=O)c1ccccc1)N1CCN(c2ccccc2)CC1	0.5	1.2	-8	-26	0.9	-4	-0.3	0	0.9	-18
O=C(CSc1nnc(CCc2nc3ccccc3[nH]2)n1-c1ccccc1)NCc1ccccc1	0.0	-0.6	0	.	0.9	-1	-0.6	0	0.9	-26
O=C(C[n+]1cc(-c2ccc(F)cc2)n2c1CCC2)OCc1ccccc1	-0.1	-0.3	-1	-2	1	0	-0.3	-9	1.1	-10
COc1ccc(N2CC(C(=O)Nc3cccc(C)n3)CC2=O)cc1 (centres undefined)	-0.6	1.7	-2	-3	1	0	0.1	-4	1	-1
NC(=O)c1cccnc1Nc1cccc(F)c1	-0.1	-0.8	-5	7	1	-1	-0.3	-3	1.1	-11
COc1ccc(-n2c(C)nc3c(cnn3-c3ccc(Cl)cc3)c2=O)cc1	-0.9	5.7	0	28	1	-2	-0.3	9	1	-12
CCOc1cc2c(cc1OC)C(NC(=O)C(F)(F)F)CC2=O (centres undefined)	2.2	0.3	-4	.	0.9	-5	-0.4	-1	0.9	9
CC1(C)CC(=O)C2=C(C1)c1c(ccc3ncccc13)NC2c1cccs1 (centres undefined)	-0.2	0.6	3	12	1	-1	-0.4	8	0.9	-6
O=C(CSc1nnc(-c2ccncc2)o1)N1CCCC1	-0.8	0.9	-3	-4	1.1	0	-0.3	-1	1.1	-11
Nc1nonc1C(=O)NCCNc1ccc([N+](=O)[O-])cn1	-0.5	3.0	1	1	0.9	-1	-0.1	-2	1	2
O=C(NCCc1cn2ccsc2n1)C1CCCCC1	0.3	1.0	2	-9	0.9	3	-0.3	-4	0.9	-8
CCCCCCCC(=O)NNC(=O)c1c(O)c2ccccc2n(CC)c1=O	-0.8	4.7	-7	-19	1.1	-1	0.0	1	1	-34
CCN1C(=O)C(CC(=O)Nc2ccc(F)cc2)N(Cc2ccc3c(c2)OCO3)C1=S (centres undefined)	-0.3	4.5	0	-11	0.9	-2	-0.3	19	0.8	-4
COc1cc(C(=O)Sc2ccc(Cl)cc2)cc(OC)c1OC	-8.1	5.0	1	.	0.9	-5	0.2	30	0.9	-6
CCOC(=O)C(NCc1ccccn1)(NC(=O)c1cccnc1)C(F)(F)F (centres undefined)	-1.2	2.4	3	-14	0.9	-2	-0.2	-4	0.8	-7
COc1ccc(-c2cc(C(=O)NCCCn3ccnc3)no2)cc1	-0.1	1.7	-2	-9	0.9	1	0.1	36	1	2
CCOc1ccc(NC(=O)CSc2nc3[nH]ncc3c(=O)n2-c2ccccc2OC)cc1	0.3	-0.4	1	-16	0.9	-1	0.0	2	0.9	-4
O=C1N/C(=C/c2ccc(N3CCOCC3)o2)C(=O)N1c1ccccc1	-0.3	1.3	8	15	0.9	-4	1.1	0	1.1	-8
CC(=O)Nc1ccc(OCc2cccc([N+](=O)[O-])c2)cc1	-0.3	2.6	-1	-16	0.9	0	0.7	-3	0.9	-8
O=c1o[nH]c(-c2ccccc2)c1C1=NCCCCC1	1.3	2.7	.	-12	.	-4	0.2	3	.	.
COc1ccc(-c2nc3c(c(=O)[nH]c(=O)n3Cc3ccccc3)n2C)cc1	0.2	1.6	-1	.	1.1	-1	-0.3	-1	1	4
C=CCn1c(SCc2ccc3c(c2)OCO3)nc2scc(-c3ccco3)c2c1=O	3.8	4.7	-4	.	1	2	-0.3	8	1	-10
Brc1ccc(-c2nnc3n2C2(CCCC2)Cc2ccccc2-3)o1	0.2	4.7	-6	.	1.1	0	-0.2	26	0.9	-10
CN1C(=O)c2ccc(NC(=O)CCS(=O)(=O)c3ccccc3)cc2C1=O	-0.9	2.4	-3	-28	0.9	2	-0.2	-4	0.9	-12
CC1CN(C(=O)C2CCCC2)C(C)CN1C(=O)C1CCCC1 (centres undefined)	-0.5	0.9	-6	-3	1	2	-0.1	36	1	-13
C/C(CC(=O)Nc1cccc(Cl)c1C)=N\NC(=O)Cc1csc(N)n1	-2.0	-0.4	-3	2	1	-1	-0.1	-2	1	-22
O=C(c1cc(-c2ccccc2)n[nH]1)N1CCc2c([nH]c3ccccc23)C1c1ccccn1 (centres undefined)	-0.1	5.0	-3	-3	0.8	1	-0.1	86*	0.8	62*
CCn1cnc2sc(C(=O)Oc3cccc(C)c3)c(C)c2c1=O	-0.8	1.2	1	-16	0.9	-6	-0.1	41	0.9	-3
Cc1ccccc1NC(=O)Cc1cn(C)c2ccccc12	-0.5	-0.3	-1	.	1	-7	-0.3	0	1	-10
CCC1(C)Cc2ccccc2C(=S)N1 (centres undefined)	0.3	0.3	0	0	1.2	-6	0.1	-1	1.2	1
Cc1ccc(S(=O)(=O)NC2=NCN(C3CCN(Cc4ccccc4)CC3)CN2)cc1	0.1	1.9	-2	-6	0.9	-3	-0.3	-2	0.9	-4
CCOC(=O)c1sc(C)c2c1NC1(CCCCCC1)NC2=O	2.1	1.1	0	.	0.9	-2	0.0	2	1	-4
Cc1cccc2cc(C#N)c(NCCNS(=O)(=O)c3ccc4c(c3)OCCO4)nc12	-0.8	7.0	1	-15	0.9	3	-0.3	31	0.9	-9
Cc1sc2nc(CSc3nc4ccccc4s3)[nH]c(=O)c2c1C	0.3	3.4	9	4	1.2	-3	-0.3	8	1.3	0
CCOC(=O)c1ccc(Oc2c(C)oc3cc(OS(C)(=O)=O)ccc3c2=O)cc1	0.4	3.0	-1	-7	1	2	-0.5	53*	0.9	-13
O=C(NCc1ccc(F)cc1)c1c2c(nc3ccccc13)CCN(Cc1ccccc1)C2	0.7	-0.1	1	-17	1	3	-0.6	-3	0.9	-2
CC1CN(Cc2nc3c(c(=O)n(C)c(=O)n3C)n2CC(O)CO)CC(C)O1 (centres undefined)	-1.9	0.3	-5	-19	1	-4	0.6	-2	1	-2
Cn1c(=O)n(C)c2cc(S(=O)(=O)NCc3ccccc3)ccc21	-3.6	-0.1	-8	-2	1	-8	-0.3	99*	0.9	-4
O=C(Nc1nc2ccccc2[nH]1)c1cccc([N+](=O)[O-])c1	-0.7	7.0	-3	10	1	-5	-0.1	12	1	-30
COc1ccc2nc(COC(=O)c3ccco3)c(C(C)=O)[n+]([O-])c2c1	-0.5	0.6	-7	-13	1	-1	0.4	3	1	-15
CCOC(=O)N1CCN(Cc2c(F)cccc2Cl)CC1	0.9	-0.4	-6	6	1	-2	-0.1	-2	1	-1
COc1ccc(OC)c(NC(=O)c2ccc(NS(C)(=O)=O)cc2)c1	0.2	0.3	-4	.	1	-1	-0.2	0	0.9	-12
C=CCc1c(C)c(C#N)c2nc3ccccc3n2c1NCCN(C)C	0.3	2.5	-7	15	0.9	-1	0.2	21	1	-13
N=c1cc(C2(O)CCCCC2)n2c(nc3ccccc32)s1	0.0	3.5	-6	.	0.9	-2	-0.4	-3	0.9	-6

Of the compounds above, two have a cyano group:
SMILES	DTT redox prof	RAM inhibit	TNAP inh hiacc	S1P3 antag	PMI act hi M6P	Efa HMGR inh	Hsp70 activator	L major viab	PMI activator	TNAP inh no acc
Cc1cccc2cc(C#N)c(NCCNS(=O)(=O)c3ccc4c(c3)OCCO4)nc12	-0.8	7.0	1	-15	0.9	3	-0.3	31	0.9	-9
C=CCc1c(C)c(C#N)c2nc3ccccc3n2c1NCCN(C)C	0.3	2.5	-7	15	0.9	-1	0.2	21	1	-13

(next part)
SMILES	DTT redox prof	RAM inhibit	TNAP inh hiacc	S1P3 antag	PMI act hi M6P	Efa HMGR inh	Hsp70 activator	L major viab	PMI activator	TNAP inh no acc
CC(C)N1CCN(Cc2ccc(OCc3ccccc3)cc2)CC1CCO (centres undefined)	-0.8	-1.2	-3	2	1	-4	-0.3	15	0.9	-4
C[C@@H](CN1C2=NC[C@H](Cc3ccc(O)cc3)N2C[C@H]1Cc1ccc(O)cc1)NC(=O)CCC1CCCCC1	-0.9	-0.1	-4	-3	0.8	0	-0.2	4	0.9	-7
CCOc1ccccc1-n1c(SCC(=O)Nc2nccs2)nnc1-c1ccoc1C	-0.1	4.3	-8	-25	0.9	-3	-0.1	73*	0.9	-12
CN(C)CCSc1nnc2[nH]c3ccccc3c2n1	0.3	1.4	6	-3	1.7	-3	-0.5	48	1.5	-1
O=C(NC(=S)N(CCCCO)C1CCCCC1)c1sc2ccccc2c1Cl	-3.7	-0.9	1	.	1.1	-4	0.2	92*	1	-4
Nc1ncnc2nc(SCc3ccccc3)[nH]c12	0.2	5.5	-5	.	0.9	-1	-0.3	26	0.9	31
